IDE cell activ: IDE (human) activation, cell-based. HEK cells, FAbeta-B cleavage, fluorescence polarization; 0% vehicle, 100% cell-free pure enzyme wells. activation, % at 5.96 µM. actives 0.073% (n = 340,000);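 active = activation above the mean of all tested compounds plus 3 SD, set per screening campaign, cut at about 17% in these data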
VIM-2 inhibitor: inhibitors of Pseudomonas aeruginosa VIM-2 metallo-beta-lactamase | purified VIM-2, nitrocefin hydrolysis, epi-absorbance fluorescence | inhibition, % at 5.6 µM | actives 0.89% (n = 290,000) | AID 1527;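 active = inhibition above the mean of all tested compounds plus 3 SD, cutoff set per screening run, cut at about 7.5% in these data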;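 also: red hydrolysis product quenches plate fluorescence so inhibitors raise well fluorescence; 0% = enzyme with DMSO and 100% = DMSO without enzyme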
p-CIP stab down: lowers stability of the mouse p/CIP coactivator protein | Q05BA5 | F442A p/CIP-EGFP cells, EGFP fluorescence, 16 h | decrease of EGFP signal, % at 10 µM | actives 0.01% (n = 290,000) | AID 1984;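 active = EGFP signal decrease of at least 30% at 10 µM or well 3 SD below plate mean, unless failing retest; inactive = the rest, including hits failing retest or dose response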; also: some compounds called inactive have numbers as strong as hits; many of its hits are not listed in these tables
NALP1 yeast inh: NALP1 inhibition | actives 0.61% (n = 280,000) | S. cerevisiae NALP1/ASC/caspase-1 growth, X-gal OD620, 72 h | inhibition, % at 10 µM | AID 2071; in the data active = inhibition mostly above about 24%, no sharp cut-off; inactive = mostly below about 32%; also: some compounds called inactive have numbers as strong as hits
IDE cell inh: cellular human IDE inhibition | P14735 | HEK cells, FAbetaB cleavage, fluorescence polarization | inhibition, % at 5.59 µM | actives 0.41% (n = 320,000) | AID 434962;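 active = percent inhibition above the average of all tested compounds plus 3 SD, set per screening campaign, cut at about 16% in these data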;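 also: IDE supplied by intact live HEK cells; FP after avidin binding of uncleaved biotin substrate so inhibition keeps polarization high; 0% = DMSO wells and 100% = 60 µM reference IDE inhibitor Ii1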
PfM18AAP inh: PfM18AAP enzyme inhibition. recombinant PfM18AAP, H-Glu-NHMec fluorogenic cleavage. inhibition, % at 7.35 µM. actives 1.2% (n = 290,000);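 active = inhibition above the campaign mean inhibition over all tested compounds plus 3 SD, cut at about 28% in these data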;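 also: 0% = plate median of test compound wells and 100% = 2 mM ZnCl2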
PHOSPHO1 inh: PHOSPHO1 (human) inhibition. inhibition, % at 13.3 µM. Q8TCT1. recombinant PHOSPHO1, absorbance phosphatase assay. actives 1.1% (n = 290,000); in the data active = inhibition above about 60%
Target sequence (Q8TCT1 whole entry, looked up): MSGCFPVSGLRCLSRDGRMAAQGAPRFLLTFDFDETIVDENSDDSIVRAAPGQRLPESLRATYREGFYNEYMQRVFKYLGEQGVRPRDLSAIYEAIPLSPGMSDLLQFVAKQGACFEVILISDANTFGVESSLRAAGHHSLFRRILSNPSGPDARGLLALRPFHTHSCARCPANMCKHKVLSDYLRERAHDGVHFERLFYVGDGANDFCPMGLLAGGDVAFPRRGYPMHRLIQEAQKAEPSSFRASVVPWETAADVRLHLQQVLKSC
GPR7 antagonist: blocks human GPR7 receptor signaling | P48145 | inhibition, % at 4.4 µM | actives 1.1% (n = 290,000) | GPR7-expressing cells, fluorescence antagonist assay; in the data active = inhibition above about 16%, passing the limit was not always enough;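 also: cells stimulated with the agonist NPW; 0% = agonist with vehicle and 100% = vehicle without agonist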
Target sequence (P48145 whole entry, looked up): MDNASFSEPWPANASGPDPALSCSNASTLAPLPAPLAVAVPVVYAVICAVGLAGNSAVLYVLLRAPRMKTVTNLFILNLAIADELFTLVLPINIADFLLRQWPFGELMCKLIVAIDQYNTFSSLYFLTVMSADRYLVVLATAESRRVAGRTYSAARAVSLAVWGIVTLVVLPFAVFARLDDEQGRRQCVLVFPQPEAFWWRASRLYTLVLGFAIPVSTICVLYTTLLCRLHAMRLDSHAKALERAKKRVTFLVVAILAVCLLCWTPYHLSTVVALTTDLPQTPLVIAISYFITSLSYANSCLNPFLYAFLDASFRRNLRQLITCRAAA
IMP-1 inhibitor: blocks Pseudomonas aeruginosa IMP-1 metallo-beta-lactamase | purified IMP-1, nitrocefin hydrolysis, epi-absorbance fluorescence | inhibition, % at 5.6 µM | actives 0.45% (n = 290,000);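 active = inhibition above the mean plus 3 SD of all compounds in the same screening run, cut at about 4.5% in these data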;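 also: 0% = IMP-1 with DMSO and 100% = DMSO wells lacking enzyme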
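Test system: recombinant IMP-1 enzyme, purified / Medium: HEPES buffer pH 7.1 with ZnSO4 and Brij 35 / Doses: single dose, 5.6 µM / Times: 25 °C, 15 min preincubation, 25 min reaction / Detection: Epi-absorbance via hydrolysed-nitrocefin quenching of white-plate fluorescence, 480/530 nm, EDTA stop / Evaluation: percent inhibition from optical density relative to buffer-blank wells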
Numbers without * were called inactive; x = no result given.

SMILES	IDE cell activ	VIM-2 inhibitor	p-CIP stab down	NALP1 yeast inh	IDE cell inh	PfM18AAP inh	PHOSPHO1 inh	GPR7 antagonist	IMP-1 inhibitor
CC(=Nc1cccc(O)c1)c1sc2ccccc2c1O	-20	4.1	-150	7	27*	31*	20	16	1.0
O=C1OCc2ccc(NS(=O)(=O)c3ccc(C(F)(F)F)cc3)cc21	x	-2.7	-6	x	2	-4	3	0	-2.6
CN(C)CCCN(C(=O)CCS(=O)(=O)c1ccccc1)c1nc2cc3c(cc2s1)OCO3	0	-0.8	-75	50*	-1	1	32	-6	-2.2
COc1cc(NS(=O)(=O)c2ccc(N)cc2)nc(OC)n1	-2	-2.2	2	12	3	-1	6	1	-1.8
NS(=O)(=O)c1ccc(CNC(=O)c2cc(-c3cccnc3)nc3ccc(Cl)cc23)cc1	-1	-1.9	-11	-15	3	5	18	7	-0.5
CCOC(=O)c1c(C)c(-c2ccccc2)n(CC(=O)NCCCN(CC)CC)c1C	3	-1.3	5	6	1	-2	4	12	-0.6
O=C(COC(=O)c1ccc2c(=O)n3c(nc2c1)CCC3)Nc1ccccc1F	2	-3.7	-2	x	1	3	-14	-9	-3.0
Cc1nc2sc3c(c2c(=O)o1)CCCC3	-2	-2.1	-9	21	5	-6	32	-3	-3.3
O=C(NCc1ccc(F)cc1)c1ccc(CS(=O)Cc2ccccc2Cl)o1 (centres undefined)	5	-2.9	2	-4	2	5	53	-14	-2.8
Cc1ccc(SCCNS(C)(=O)=O)cc1	8	-0.4	3	22	2	-6	-25	-15	-3.4
Cc1ccc(S(=O)(=O)CCC(=O)OCC(=O)NCC(=O)Nc2cccc(C)c2C)cc1	-5	-0.6	-8	-4	6	-7	33	-8	-6.5
CN1CCCN(C(=O)c2ccccc2Cl)CC1	0	-1.7	4	8	5	-2	-6	-7	-1.7
O=C1C2CCCN2C(c2cccc(F)c2)N1c1cccc(Cl)c1 (centres undefined)	-1	0.6	1	-14	0	8	-9	-9	-3.2
O=C(CSc1nc(O)c(Cc2ccccc2)c(=O)[nH]1)N1CCOCC1	-3	-3.4	1	x	-2	0	43	-14	-2.2
Cc1nc([N+](=O)[O-])cn1C(C)C	6	0.0	-9	-2	-1	-14	-5	1	-0.4
CCn1cc(C(=O)NCc2ccccn2)c(=O)c2cc(F)c(N3CCN(C)CC3)cc21	8	x	-16	8	2	x	11	x	x
CCOC(=O)C1=C(C)N(Cc2ccc(C(=O)O)cc2)C(=O)NC1c1ccc([N+](=O)[O-])cc1 (centres undefined)	3	-1.9	3	14	-4	7	-4	-3	-5.2
CC(CN1CCN(C)CC1)OC(=O)c1ccc(Cl)cc1Cl (centres undefined)	4	0.2	-46	26	0	-9	-7	-1	-0.3
NS(=O)(=O)c1ccc(NC(=S)NNC(=O)c2ccc(Br)o2)cc1	-1	-6.6	-8	2	2	33*	-127	-9	5.2*
CC(C)CNC(C(=O)Nc1ccc([N+](=O)[O-])cc1Br)c1ccccc1 (centres undefined)	0	-1.2	-8	9	1	-9	-9	-5	-5.2
COc1ccc(/C(C)=N\NC(=O)c2ccc3c(c2)OCO3)cc1OC	x	-4.9	-3	3	-4	-3	4	10	-4.3
O=C1/C(=C\Nc2ccc(Cl)cc2)CCN1c1ncccn1	4	0.6	-6	1	2	5	40	-4	-5.7
CC(C)(C)c1cc(C(=O)NCCN2CCCC2)cc(C(C)(C)C)c1	-2	-0.4	-2	108*	4	-9	18	-3	-2.3
Cc1ccc(NC(=O)CCn2nc(C)cc2C)cc1	-2	-3.9	7	7	-1	-9	5	-2	-4.7
CC(=O)C1=NN(c2ccccc2)C2(S1)S/C(=C\c1ccccc1)C(=O)N2c1ccccc1 (centres undefined)	0	-3.7	-5	17	1	2	17	-2	-1.8
COc1ccc(-c2nc(S(=O)(=O)c3ccccc3)c(N3CCOCC3)o2)cc1	6	-3.4	-25	23	-1	3	-12	-7	-0.6
O=C1CCC/C(=N/NC(=O)c2cc(NS(=O)(=O)c3cccs3)cc(NS(=O)(=O)c3cccs3)c2)C1	-1	-2.0	-2	x	-3	30*	22	-5	-1.4
Cc1ccc(SCC(=O)c2sc(-c3ccccc3)nc2C)cc1	7	1.1	-4	30	4	1	-18	-9	-2.0
CCOC(=O)CN/C=C(\C#N)c1ccc(F)cc1	4	-0.3	0	30	-8	2	41	5	-1.3
COc1ccc(Cl)cc1NC(=O)CCn1c(=O)oc2ccccc21	-3	-0.4	-6	23	1	0	43	-1	-1.4

Reformatted with two lines to a compound: four of the compounds above.
Results follow in this order: IDE cell activ, VIM-2 inhibitor, p-CIP stab down, NALP1 yeast inh, IDE cell inh, PfM18AAP inh, PHOSPHO1 inh, GPR7 antagonist, IMP-1 inhibitor
- COc1ccc(-c2nc(S(=O)(=O)c3ccccc3)c(N3CCOCC3)o2)cc1
 : 6, -3.4, -25, 23, -1, 3, -12, -7, -0.6
- O=C1CCC/C(=N/NC(=O)c2cc(NS(=O)(=O)c3cccs3)cc(NS(=O)(=O)c3cccs3)c2)C1
 : -1, -2.0, -2, x, -3, 30*, 22, -5, -1.4
- Cc1ccc(SCC(=O)c2sc(-c3ccccc3)nc2C)cc1
 : 7, 1.1, -4, 30, 4, 1, -18, -9, -2.0
- CCOC(=O)CN/C=C(\C#N)c1ccc(F)cc1
 : 4, -0.3, 0, 30, -8, 2, 41, 5, -1.3

Later entries
SMILES	IDE cell activ	VIM-2 inhibitor	p-CIP stab down	NALP1 yeast inh	IDE cell inh	PfM18AAP inh	PHOSPHO1 inh	GPR7 antagonist	IMP-1 inhibitor
CC1CCC(C(C)C)C(=O)/C1=C\c1ccc(NC(=O)CCC(=O)O)cc1 (centres undefined)	0	-1.1	1	36	2	6	-17	-5	-3.3
CS(=O)(=O)c1nc(S(=O)(=O)c2ccc(Cl)cc2)c(N2CCCCC2)s1	3	0.3	4	31	2	-6	48	-3	-1.8
COc1ccc(OC)c(C(=O)NC(CC(N)=O)c2ccc(NCCOc3ccccc3)c([N+](=O)[O-])c2)c1 (centres undefined)	8	0.8	-5	17	-1	-11	-7	1	-0.2
COc1ccc(COC(=O)c2ccc3c(=O)n4c(nc3c2)CCC4)cc1F	x	-2.2	-5	-2	5	-9	-8	-8	-1.3
O=C(COC(=O)/C=C/c1ccco1)NCc1ccccc1Cl	3	0.3	5	17	-4	-13	-6	-15	-1.2
Cc1ccc(S(=O)(=O)N2CCC(C(=O)NCC3CCCCC3)CC2)cc1	5	-2.4	-11	7	0	6	22	-3	-2.8
CNc1sc(C(=O)c2cccs2)c(N)c1-c1nc2ccccc2s1	0	-0.7	8	-17	3	11	59	6	-2.3
CCOC(=O)C1CCCN(c2c(C(=O)c3ccccc3)cnc3ccccc23)C1 (centres undefined)	0	-2.6	1	-2	-3	4	2	-14	-1.8
O=C(COc1cccnc1[N+](=O)[O-])Nc1cccc(S(=O)(=O)N2CCOCC2)c1	2	-1.1	12	4	2	5	36	0	-2.0
CC(C)C(=O)NNC(=O)CSc1ncnc2c1cnn2-c1ccccc1Cl	2	2.7	-6	19	-6	-6	29	-6	-1.9
CSc1ccccc1NC(=O)CSCc1ccccc1Br	-3	-1.4	-3	1	-1	0	4	1	-2.1
Cc1ccc(C2NC(=O)Cc3ccccc32)cc1 (centres undefined)	1	-3.7	-8	9	3	8	28	-9	-2.8
Fc1ccccc1-c1nnc2c3ccccc3nc(N3CCOCC3)n12	2	-4.8	-9	8	2	0	-7	-8	1.6
CCCN1C2=C(C(=O)CC(C)(C)C2)C(c2ccc(F)cc2)C2=C1c1ccccc1C2=O (centres undefined)	10	-0.6	-4	0	3	-3	19	-6	-3.4
COc1ccc(CCN2CCCn3c2nc2c3c(=O)n(CC(N)=O)c(=O)n2C)cc1OC	-2	-0.8	4	0	x	8	-25	13	-0.1
CC1CCCCN1C(=O)CSc1nnc(-c2ccccc2F)o1 (centres undefined)	8	0.6	2	4	-8	-9	-4	-14	-1.2
O=C(Nc1ccc(Br)cc1)Nc1ccccc1Cl	-4	-0.6	-14	8	-2	2	33	73*	-0.6
CC(=O)c1ccc(NC(=S)N2CCC(Cc3ccccc3)CC2)cc1	1	-2.9	-8	4	-5	2	-4	6	0.2
Nc1nc(/C=C/c2ccc(F)cc2)nc(-c2ccccc2O)n1	7	1.1	9	17	-4	-11	-21	-4	0.9
Cc1ccc(S(=O)(=O)Cc2ccc(C(=O)NCCCN3CCCC3=O)o2)cc1	1	-0.6	-13	2	2	4	-2	12	-3.0
CN(C(=O)NC(=O)C1=C(N2CCOCC2)/C(=C/c2ccccc2)CC1)S(C)(=O)=O	7	-4.4	-6	4	-5	0	6	-7	-5.9
CCOC(=O)CSC1=C(C#N)C(c2ccc(Cl)cc2)C(C(=O)OC)C(=O)N1 (centres undefined)	3	-4.7	-2	-31	1	-2	-18	-10	-4.8
Cc1ccnc(NC(=O)CCCOc2ccc(Cl)cc2C)c1	x	-2.5	5	16	2	-1	-14	2	-2.9
COc1ccccc1NC(=O)COc1ccc(CO)cc1Cl	4	-0.9	-4	11	1	1	-10	0	-1.8
COC(=O)c1cc2nc(-c3ccc(OC)cc3)cc(C(F)(F)F)n2n1	1	-1.3	-6	7	-3	-2	-33	-7	-2.7
CCC(CC)C(=O)Nc1nc(-c2ccc3c(c2)CCN3C(=O)C2CC2)c(C)s1	7	-2.7	8	8	5	-13	33	-7	-4.6
CCCCOc1ccc(/C(O)=C(\C#N)c2nc3ccccc3[nH]2)cc1	6	-3.8	-1	12	1	-5	18	-23	-3.0
CC(C)NCC(O)COCCOc1ccc(C(C)(C)C)cc1 (centres undefined)	2	-1.2	3	26	3	-3	-2	-8	-4.5
CCc1nnc(NC(=O)[C@@H](NC(=O)c2cccc(C)c2)C(C)C)s1	5	-2.2	-1	14	-1	-2	-9	-2	0.1
O=C(C1CCCCC1)N1CCC(c2nc3ccccc3[nH]2)CC1	7	-1.4	-20	14	-1	4	-16	1	-1.0
O=C1C(=O)N(CCN2CCOCC2)C(c2cccc(Cl)c2)/C1=C(/O)c1ccc2c(c1)OCO2 (centres undefined)	3	-2.3	-2	17	3	10	24	6	-1.2
Cc1ccc(S(=O)(=O)Nc2ccc3c(c2)nc(CN2CCCC2)n3C)cc1	-2	-2.6	-9	-2	1	-4	-5	-1	-5.1
CC(C)c1ccc(NS(=O)(=O)c2cn(C)c(=O)n(C)c2=O)cc1	-3	-3.9	-4	x	-2	0	-2	-16	-1.3
COc1ccc(-c2cnc(OC(C)(C)C)nc2OC(C)(C)C)cc1OC	-1	-0.2	-13	-1	7	-4	2	-10	-2.2
C[n+]1c(/C=C/c2ccc(O)cc2)ccc2ccccc21	-2	-3.0	-1	5	2	3	22	-5	-7.1
O=C(NCc1ccccc1)N1CCn2c(nc3ccccc32)C1	4	-2.0	-15	-25	7	2	-7	7	-3.2
Cc1nn(C)cc1CNC(=O)C1C2CCC(O2)C1C(=O)O (centres undefined)	x	-1.1	-17	2	10	-2	-6	3	-0.6
O=C1C=CC(=O)N1c1ccc(Sc2ccc([N+](=O)[O-])cc2)cc1	x	-2.4	-2	17	12	8	25	0	-2.1
CCCC(=O)Nc1cc(=O)n(C)c(=O)n1C	-4	-3.9	-9	18	2	-10	13	-2	-3.8
O=C(Nc1cccc(S(=O)(=O)N2CCOCC2)c1)c1cnccn1	-3	0.1	8	9	10	1	28	-5	-4.7
O=C(CCc1ccccn1)N1CCCC(Nc2ccc(F)cc2)C1 (centres undefined)	0	-3.0	-16	-2	5	22	-10	5	1.3
